# SSB-PriA inh – blocks PriA binding to SSB C-terminal tail; AlphaScreen SSBct-PriA binding, biotinylated peptide; inhibition, % at 33 µM; 430,000 compounds, 0.6% hits; AID 1272365; in the data active = inhibition mostly above about 37%, no sharp cut-off; inactive = mostly below about 20%;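 note: plate controls were negative control peptide for no effect and reference peptide for full effect; strong numbers were not always called active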
# CCHFV vOTU inh – CCHFV vOTU protease inhibition; AID 651958; Pep-AMC fluorescence; inhibition, % at 11.5 µM; 370,000 compounds, 0.55% hits; in the data active = inhibition above about 30%; note: 0% = vehicle wells with enzyme and 100% = no enzyme wells
# Anthrax LF prot – anthrax lethal factor protease inhibition | P15917 | multiplex microsphere protease cleavage assay, LF | inhibition, % at 10 µM | 360,000 compounds, 0.12% hits | AID 588501; note: plate controls were buffer without enzyme for full effect and enzyme alone for no effect
# Target sequence (P15917 whole entry, looked up): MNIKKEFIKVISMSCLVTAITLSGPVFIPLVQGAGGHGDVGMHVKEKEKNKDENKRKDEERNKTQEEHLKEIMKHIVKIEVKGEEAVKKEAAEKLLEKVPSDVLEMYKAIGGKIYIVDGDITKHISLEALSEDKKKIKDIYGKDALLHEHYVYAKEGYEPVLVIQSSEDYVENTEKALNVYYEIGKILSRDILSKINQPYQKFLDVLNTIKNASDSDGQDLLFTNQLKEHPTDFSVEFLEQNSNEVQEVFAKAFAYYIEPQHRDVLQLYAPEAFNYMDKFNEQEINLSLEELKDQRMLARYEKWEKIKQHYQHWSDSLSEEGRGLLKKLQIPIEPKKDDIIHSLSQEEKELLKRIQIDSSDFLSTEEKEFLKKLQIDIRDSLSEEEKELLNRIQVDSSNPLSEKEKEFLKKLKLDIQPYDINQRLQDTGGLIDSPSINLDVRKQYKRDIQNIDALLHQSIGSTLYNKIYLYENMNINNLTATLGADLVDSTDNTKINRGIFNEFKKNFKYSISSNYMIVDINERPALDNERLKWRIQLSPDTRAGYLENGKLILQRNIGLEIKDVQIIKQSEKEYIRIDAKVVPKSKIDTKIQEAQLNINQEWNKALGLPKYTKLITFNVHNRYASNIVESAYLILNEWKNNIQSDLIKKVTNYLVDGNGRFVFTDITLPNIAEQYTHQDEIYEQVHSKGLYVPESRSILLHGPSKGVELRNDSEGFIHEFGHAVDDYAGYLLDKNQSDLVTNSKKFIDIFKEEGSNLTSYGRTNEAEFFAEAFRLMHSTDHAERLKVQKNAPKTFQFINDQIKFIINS
# SARS 3CLpro inh – SARS-CoV 3CLpro protease inhibition | recombinant SARS-CoV 3CLpro, quenched FRET peptide cleavage | P0C6X7 | 290,000 compounds, 0.14% hits | inhibition, % at 6 µM | AID 1706; in the data active = inhibition above about 12%
# TcdB inh – TcdB glycohydrolase inhibition; P18177; TcdB glycohydrolase enzymatic assay, plate reader; inhibition, % at 9.99 µM; 350,000 compounds, 0.24% hits; AID 652162; in the data active = inhibition above about 10%
# DUSP3 inh – blocks human VHR1 dual specificity phosphatase | 290,000 compounds, 0.52% hits | recombinant VHR phosphatase, pNPP absorbance | inhibition, % at 13.3 µM; in the data active = inhibition above about 50%; note: some compounds called inactive have numbers as strong as hits
# Target sequence (P51452 whole entry, looked up): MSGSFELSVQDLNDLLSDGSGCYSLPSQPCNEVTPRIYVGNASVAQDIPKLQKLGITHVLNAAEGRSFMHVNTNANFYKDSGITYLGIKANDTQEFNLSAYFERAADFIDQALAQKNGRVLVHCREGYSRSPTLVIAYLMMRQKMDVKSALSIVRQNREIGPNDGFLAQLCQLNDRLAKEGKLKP
# Y pestis TopoI – inhibitors of Yersinia pestis topoisomerase I. AID 504884. 360,000 compounds, 0.064% hits. Y. pestis Topo-I cleavage product accumulation, plate reader. activity, % at 10 µM; in the data active = activity above about 50%, passing the limit was not always enough; inconclusive = no clear call, values can overlap the other calls; note: inactives centre near 2
# PfHsp40 rescue – rescue of PfHsp40-mediated yeast toxicity | S. cerevisiae expressing PfHsp40, growth rescue, ATP luminescence | growth rescue, % at 12.5 µM | 340,000 compounds, 0.68% hits; in the data active = growth rescue above about 28%, passing the limit was not always enough; inconclusive = no clear call, values can overlap the other calls;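 note: yeast W303a lacking pdr1 and pdr3 grown in galactose medium; growth measured after three days at 30 °C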
# BoNT A protease – BoNT A light chain protease inhibition; multiplex microsphere protease substrate cleavage, flow cytometry; 360,000 compounds, 0.17% hits; AID 588499; inhibition, % at 10 µM; note: plate controls were buffer without enzyme for full effect and enzyme alone for no effect
# Vc quorum ag – inducers of Vibrio cholerae quorum light production without autoinducers; V. cholerae BH1578 lux reporter, luminescence, 6 h; activation, % at 18.7 µM; 350,000 compounds, 0.16% hits; in the data active = activation mostly above about 9.7%, no sharp cut-off; inconclusive = no clear call, values can overlap the other calls; inactive = mostly below about 3.7%; note: not every result past the cut was called active; inactives centre near 0; reference of the scale not given here
# Starred values were filed as active, the others as inactive; i = inactive; ? = inconclusive; / = no result given; & = joins results of further samples. Cut-off read from the data, not from the text of the source, unless noted: active = inhibition above about 30%; inconclusive = no clear call, values can overlap the other calls; inactive = below that. The list is partial; rates above refer to the full screens.
SMILES,SSB-PriA inh,CCHFV vOTU inh,Anthrax LF prot,SARS 3CLpro inh,TcdB inh,DUSP3 inh,Y pestis TopoI,PfHsp40 rescue,BoNT A protease,Vc quorum ag
CCS(=O)(=O)Nc1cccc(C2=NN(S(=O)(=O)c3ccc(C)cc3)C(c3ccco3)C2)c1 (stereo not drawn),2,-4,-1,1,0.9,28,-6,0.7,0.9,i
CCOC(=O)C1(C)/C(=N/Nc2ccccc2Cl)C(=O)C(=O)N1c1ccccc1 (stereo not drawn),/,15,0,4,/,-2,5,-0.7,-1.2,i
O=C(CCCCCn1c(=S)[nH]c2ccc(N3CCOCC3)cc2c1=O)NC1CCN(Cc2ccccc2)CC1,-11,-6,2,2,0.7,16,-13,-0.8,1.0,i
Cc1cc(C)nc(NS(=O)(=O)c2ccc(NC(=O)c3ccc4c(c3)OCCO4)cc2)n1,0,1,3,2,0.8,15,-9,-1.1,4.2,-0.3
COc1ccc(SC[C@H](CC(C)C)N2CCN(C)CCC2=O)cc1,4,10,-7,/,0.6,22,-5,0.2,1.0,3.7
Cc1cccc(NC(=O)c2cccc(Cn3cc(Br)c([N+](=O)[O-])n3)c2)c1C,-2,8,0,-5,/,21,0,1.4,0.5,6.1
CC1C=CCC2C(=O)N(c3ccccc3OC(=O)c3ccco3)C(=O)C12 (stereo not drawn),2,-8,-5,-2,0.3,35,-9,0.0,1.3,-0.3
COc1ccc(C(=O)NCCS(=O)(=O)NCCc2ccccc2)cc1,1,-7,-10,/,-3.6,/,10,-0.6,-20,-0.6
O=C(CCCc1c[nH]c2ccccc12)NCC1COc2ccccc2O1 (stereo not drawn),15,-12,-6,2,-1.1,52*,1,1.9,-1.8,-0.2
C=CCn1c(COc2cccc3ccc(C)nc23)nnc1SCC(N)=O,-7,0,-3,-3,6.1,-14,11,-1.0,0.3,i
Cn1cccc1CC(=O)N/N=C/c1ccco1,i,-16,-6,1,-0.2,26,4,0.2,-0.3,i
CC(=O)Nc1ccc(NC(=O)C(C)OC(=O)CCC2CCCC2)cc1 (stereo not drawn),1,18,4,/,0.2,/,2,0.3,-1.3,-0.4
COc1ccc(/C=N/NC(=O)c2cccnc2)cc1O,/,-8,-10,0,9.4,8,0,-1.2,-0.8,i
CCOC(=O)[C@]12CCC=C1N(Cc1ccccc1)C(=O)[C@H](CC(=O)NCCCN1CCCC1=O)C2,/,17,-7,/,-0.1,/,/,/,0.3,/
COc1cc2c(cc1OC)CN(c1ccc3ccccc3n1)CC2,3,-12,-4,-2,1.4,16,11,2.0,-1.2,-0.2
CCOC(=O)CSc1nc(NC#N)nc(N(CC)CC)n1,-7,6,-2,3,/,4,-6,-1.3,-2.9,i
Cn1c(SCC(=O)N2c3ccccc3CCc3ccccc32)nnc1-c1cc2ccccc2cc1O,-4,-6,-1,7,-0.8,3,38,0.0,0.3,-0.7
CCOC(=O)c1c(C)nn(-c2ncccc2NC(=O)NC(C)C)c1C,-6,-4,-17,6,-0.8,22,-3,-1.1,-0.1,-0.4
C[C@@H]1CC=C[C@H]2[C@H]1C(=O)N(Cc1ccccc1)[C@H]2c1ccc(-c2cc3ccccc3s2)cc1F,-33,-6,-11,/,-0.9,7,-6,-0.8,-0.2,i
O=C(c1ccco1)C(O)c1ccco1 (stereo not drawn),-3,-15,-14,-3,0.4,2,8,-1.0,-0.8,0.3
Cc1cc(C)c(NC(=O)COC(=O)C2CCCO2)c(C)c1 (stereo not drawn),-5,-6,0,/,-0.1,/,-5,-2.0,-0.3,i
NC(=NCc1ccccc1)NN=Cc1ccnc2ccccc12,/,12,-9,/,-0.3,/,/,/,-1.6,/
CC(C)(C)NCC(O)COc1cccc2c1CCC(=O)N2 (stereo not drawn),-4,-1,-6,/,1.7,/,-2,?,-0.3,i
Cc1ccc(S(=O)(=O)N2[C@@H](c3ccc(Cl)cc3)C(C(=O)O)=C[C@H]2C(C)(C)C)cc1,4,16,-2,/,2.5,/,6,-0.2,0.2,-1.8
COc1ccccc1-c1noc2c1C(=O)NCC2,/,-12,-1,/,0.8,/,3,/,0.0,-0.3
O=C1Cc2ccccc2C(c2ccccc2)N1 (stereo not drawn),-14,-6,-2,3,/,-6,1,-0.7,-3.8,-0.6
Cc1ccc(N2C(=O)NC(=O)C3(Cc4ccccc4N4CCN(c5ccccc5)CC43)C2=O)cc1 (stereo not drawn),-15,7,-10,2,/,28,18,0.8,5.9,-7.4
COc1ccc(S(=O)(=O)N2CCOCC2)cc1NC(=O)c1cccc(Cl)c1,-2,-5,1,1,-0.4,13,14,1.1,1.5,/
Nc1cc(=O)[nH]c(SCc2nnnn2-c2ccc(Cl)cc2)n1,-1,19,-1,-1,0.1,-2,0,-0.4,-1.1,-0.4
COc1cc(/C=N/NC(=O)c2ccncc2)cc2c1OCO2,/,6,-11,0,1.5,33,12,-1.2,-0.4,i
CCOc1ccc(C(=O)Nc2ccc3c(c2)OCO3)cc1OCC,-25,11,1,2,/,0,1,-0.7,-0.4,0.3
CCOc1ccc(C(=O)NCC(=O)NNC(=O)CN(C)S(=O)(=O)c2ccc(Cl)cc2)cc1OCC,-2,2,1,/,0.2,/,4,-1.0,0.4,0.0
CCn1c(NCc2ccccc2NS(=O)(=O)c2ccc(C)cc2)nc2ccccc21,-9,11,-1,2,/,-6,-15,1.2,-0.3,0.2
Cn1c(O)c(N=NC(=O)CNC(=O)c2cccnc2)c2ccccc21,-16,10,-1,-3,1.0,40,2,-1.0,0.0,-0.2
CCOC(=O)N1CCN(CC(O)COc2c(C)cc(C)cc2C)CC1 (stereo not drawn),-10,5,-4,1,0.3,/,15,-1.1,3.1,-0.5
Cc1sc2nc(SCC(=O)Nc3cccc(S(N)(=O)=O)c3)[nH]c(=O)c2c1C,8,3,-1,/,0.5,/,1,-0.6,1.0,i
Cc1cc2cc3c(=O)[nH]c(=O)cc-3n(CC(O)C(O)C(O)CO)c2cc1C (stereo not drawn),/,17,0,/,-0.6,/,-2,/,0.1,-1.4
COc1cccc(-c2cc(C(=O)N3CC4(C)CC3CC(C)(C)C4)no2)c1 (stereo not drawn),-6,9,2,-5,/,10,33,3.1,0.3,-1.4
C=CCNc1nc(-c2cc3ccccc3o2)cs1,16,4,0,2,/,35,0,0.9,0.6,-0.7
Cc1cc(=O)[nH]c(SC(C(=O)O)c2ccccc2)n1 (stereo not drawn),-11,-1,1,-4,/,-4,9,-1.7,-0.6,-0.6

# A second format for 2 compounds above.
SMILES: CCOC(=O)c1c(C)nn(-c2ncccc2NC(=O)NC(C)C)c1C
- SSB-PriA inh: -6
- CCHFV vOTU inh: -4
- Anthrax LF prot: -17
- SARS 3CLpro inh: 6
- TcdB inh: -0.8
- DUSP3 inh: 22
- Y pestis TopoI: -3
- PfHsp40 rescue: -1.1
- BoNT A protease: -0.1
- Vc quorum ag: -0.4

SMILES: C[C@@H]1CC=C[C@H]2[C@H]1C(=O)N(Cc1ccccc1)[C@H]2c1ccc(-c2cc3ccccc3s2)cc1F
- SSB-PriA inh: -33
- CCHFV vOTU inh: -6
- Anthrax LF prot: -11
- SARS 3CLpro inh: /
- TcdB inh: -0.9
- DUSP3 inh: 7
- Y pestis TopoI: -6
- PfHsp40 rescue: -0.8
- BoNT A protease: -0.2
- Vc quorum ag: i

# Continued:
SMILES,SSB-PriA inh,CCHFV vOTU inh,Anthrax LF prot,SARS 3CLpro inh,TcdB inh,DUSP3 inh,Y pestis TopoI,PfHsp40 rescue,BoNT A protease,Vc quorum ag
COc1ccc(N/C=C/C(=O)c2sc(-c3ccccc3)nc2C)cc1,-21,9,11,7,/,16,2,-0.4,16,-0.3
CC(=O)c1ccc(C(=O)N(CCN(C)C)c2nc3c(Cl)cccc3s2)cc1,1,6,-6,-3,1.1,11,15,0.6,-0.8,-0.1
O=C(COC(=O)c1cccnc1)Nc1ccc(F)cc1,-29,10,1,-2,/,27,0,0.4,0.9,-0.4
O=C(NC1CCCCC1)C(c1ccc(F)cc1)N(CCc1ccccc1)C(=O)CN1C(=O)c2ccccc2S1(=O)=O (stereo not drawn),-1,1,0,2,-1.2,-13,1,0.1,0.3,0.6
Nn1c(SCc2cccc(Cl)c2)nnc1-c1ccncc1,-11,3,1,2,-0.6,5,-3,6.6,-0.9,-0.5
N#Cc1cccc(OCC(=O)NC(=O)NCc2ccccc2)c1,-4,1,-4,3,0.5,12,8,0.0,-0.4,-0.4
COC(=O)c1c(C)oc(C)c1S(=O)(=O)Nc1ccccc1,-7,-15,4,-5,2.2,6,-6,0.5,?,i
COc1ccc(CNC(=O)c2cccc3c(-c4cccnc4)coc23)cc1OC,/,3,-5,/,1.0,/,20,/,-0.5,i
CN(C)c1ccc(C(=O)NC2(N3CCC3=O)CCCC2)cc1,16,2,-6,2,-43,-10,2,-0.2,-1.1,-0.3
O=C(CN(C1CCCCC1)S(=O)(=O)c1ccc(F)cc1)Nc1ccc2c(c1)OCO2,-4,1,-7,3,/,14,2,0.3,0.8,-2.9
O=C(CC(c1ccc(F)cc1)c1ccco1)N1CCCC1 (stereo not drawn),-14,-11,-2,1,/,2,10,-0.6,-0.4,/
CCOc1ccc(CC(=O)C2C(=O)CCCC2=O)cc1OCC,1,/,2,-1,/,41,4,8.9,-0.6,i
C=CCc1cccc(C=Nc2cccn3cc(-c4ccccc4)nc23)c1O,-5,-60,-2,1,-1.6,29,35,0.7,-0.1,-0.3
Cc1nn(-c2ccccc2)c(C)c1C(=O)NCc1ccccc1F,-11,1,-6,-1,0.3,15,6,0.0,-7.1,-0.5
CC1CCN(S(=O)(=O)c2ccc(NC(=O)C3CSC4(C)CCC(=O)N34)cc2)CC1 (stereo not drawn),-7,-4,/,/,0.9,/,2,1.1,/,-0.8
COc1ccc(N2CCC(CNC(=S)Nc3cccc(C)c3)C2)cc1 (stereo not drawn),63,2,-6,3,-10,4,-14,-0.2,1.0,-0.2
COc1ccc2cc(C(=O)N3CCc4ccccc43)[nH]c2c1,5,-8,-21,-5,-0.6,53*,-4,-2.0,-2.0,-1.6
O=C(CSc1cn[nH]n1)Nc1ccccc1C(F)(F)F,-13,4,0,4,0.5,36,1,0.1,-1.1,-0.2
CN=C1C=C/C(=N/N=c2\ccn(O)cc2C)C=C1C,/,5,16,4,6.5,34,-12,0.2,0.3,0.8
COc1ccc(C(=O)NCc2c(CC(C)C)oc(C)c2C(=O)O)cc1,-12,4,-10,0,/,-1,-1,0.1,0.0,i
Cc1noc(C)c1S(=O)(=O)N(C)C[C@H]1OCc2cn(nn2)CCCC(=O)N([C@@H](C)CO)C[C@@H]1C,/,1,-1,/,1.0&-1.1,/,4,/,0.1,-0.4
Cc1cc(C)n(CC(O)COc2ccccc2Br)n1 (stereo not drawn),-13,-4,15,3,0.9,16,5,0.0,-5.4,-0.6
COc1cccc2cc(C(=O)OCc3ccccc3)c(=O)oc12,-4,13,-5,5,1.1,8,-22,0.8,-3.4,0.2
O=C(COC(=O)/C=C/c1ccc(F)cc1)Nc1ccc2[nH]c(=O)[nH]c2c1,-1,-1,0,/,-4.2,/,5,-0.2,2.9,i
CC1CCN(S(=O)(=O)c2nnc(NC(=O)COc3ccccc3F)s2)CC1,-8,-6,2,3,-0.2,-14,-2,-0.8,-0.3,-1.2
Cc1ccccc1-n1c(-c2csc3ccccc23)n[nH]c1=S,1,1,-2,5,/,-18,-1,1.7,0.0,i
Cc1ccc(N2CC(C(=O)OCC(=O)c3ccc(F)cc3)CC2=O)cc1 (stereo not drawn),-8,26,-6,-3,-3.0,1,8,0.6,2.8,-0.3
c1ccc(-c2n[nH]nc2-c2ccccc2)cc1,-2,-4,-4,-2,/,-8,-5,-1.6,-0.2,-0.4
CCc1ccccc1NC(=O)CSc1n[nH]c(C)c1[N+](=O)[O-],7,5,1,7,/,2,-7,-0.8,1.0,-0.3
CC(C(=O)O)N1C(=O)/C(=C/C=C/c2ccco2)SC1=S (stereo not drawn),2&0,23,0,1,/,90,-15,9.2,-0.2,-5.3

# Screens (PubChem)
